Diaphorase act: activates diaphorase or chemically reduces, flagging diaphorase assay artifacts; Diaphorase/resazurin coupled assay, resorufin fluorescence, 16 min; stronger effect = higher value; 1 = vehicle wells, 0 = NADH-free wells; activation factor at 20 µM; hit rate 0.005% among 190,000;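 active = diaphorase activity raised at least twofold by the compound at 20 µM; inactive = activation factor below 2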
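System – purified diaphorase enzyme from Clostridium kluyveri · Input – enzyme 0.07 U/mL final · Also added – final NADH 0.114 mM, resazurin 0.1 mM · Measured by – fluorescence of resorufin, 544 nm excitation, 590 nm emission · Timing – 16 min enzyme reaction, ambient temperature · Measure – resorufin increase flagging diaphorase activators or reducers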
G6PDH CS: inhibits Leuconostoc G6PDH, flagging false hits in G6PDH-based assays; Purified L. mesenteroides G6PDH, diaphorase/resazurin coupled fluorescence, 45 min; inhibition, % at 5 µM; hit rate 0.12% among 200,000; AID 1020; in the data active = inhibition above about 50%
STAT1 activator: increases IFN-gamma driven STAT1 reporter signal | NIH 3T3 STAT1-luciferase reporter, luminescence; 100% = IFN-gamma alone, no compound | activation (% of control), % at 5.5 µM | hit rate 2.6% among 200,000 | AID 932;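 active = activation above the screen-wide mean activation plus 3 SD, cut at about 130% in these data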;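 also: raw ratio to IFN-gamma control signal so 100% means no change and 0% no light; values of inactives mirror those of a sister screen read the other way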
FLuc act counter: firefly luciferase counter-screen for stimulation assays; P08659; ATPlite luciferase biochemical, luminescence, 10 min; 0 = ATP-free wells, 1 = DMSO control; activation factor at 10 µM; 200,000 tested, under 10 active;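 active = luciferase activation factor, scaled between plate controls, of at least 2 with compound at 10 µM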
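Assay system: Luciferase/luciferin detection reagent, cell-free biochemical luciferase assay / Read-out: luciferase activation / Benchmarks: No-ATP low control, compound-free enzyme-plus-ATP high control / Medium: PBS buffer for ATP / Detection: luminescence measurement of luciferase light output / Schedule: 10 min at ambient temperature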
Diaph inh CS: diaphorase inhibition or chemical oxidation counter-screen. hit rate 0.69% among 190,000. AID 1217. diaphorase resazurin-to-resorufin fluorescence, NADH, 16 min; bacterial (C. kluyveri) enzyme, not human. inhibition, % at 20 µM;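 active = primary screen inhibition at 20 µM above a set limit, cut at about 50% in these data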;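 also: plate controls were DMSO with full reaction for no effect and wells lacking NADH for full effect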
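Assay system – diaphorase enzyme from Clostridium kluyveri · Amount – diaphorase 0.14 U/mL (working solution) · Times – reaction incubation of 16 min at room temperature · Controls – No-NADH positive control and DMSO neutral control · Signal – resorufin fluorescence 544/590 nm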
FLuc inh counter: counter-screen for luciferase assay inhibitors: firefly luciferase inhibition; P08659; ATPLite firefly luciferase biochemical luminescence, 10 min; inhibition, % at 10 µM; hit rate 1.5% among 200,000; AID 1006;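 active = inhibition above about 50% when tested at 10 µM, limit read from the data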
APP 5'UTR act: activates APP 5'UTR luciferase reporter | SH-SY5Y APP 5'UTR luciferase reporter, luminescence; zero percent = DMSO vehicle wells | activation, % at 2 µM | hit rate 1% among 190,000 | AID 1276;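 active = activation above a set limit, based on mean plus 3 SD of controls, cut at about 140% in these data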; also: values of inactives mirror those of a sister screen read the other way
TLR4-MyD88 BLA: TLR4-MyD88 interaction inhibition in cells | HeLa CL3-4 TLR4/MyD88 BLA complementation, FRET ratio | inhibition, % at 8.4 µM | hit rate 0.18% among 200,000; in the data active = inhibition above about 25%;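 also: 0% = vehicle and 100% = reference inhibitor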
Target sequence (O00206 whole entry, looked up): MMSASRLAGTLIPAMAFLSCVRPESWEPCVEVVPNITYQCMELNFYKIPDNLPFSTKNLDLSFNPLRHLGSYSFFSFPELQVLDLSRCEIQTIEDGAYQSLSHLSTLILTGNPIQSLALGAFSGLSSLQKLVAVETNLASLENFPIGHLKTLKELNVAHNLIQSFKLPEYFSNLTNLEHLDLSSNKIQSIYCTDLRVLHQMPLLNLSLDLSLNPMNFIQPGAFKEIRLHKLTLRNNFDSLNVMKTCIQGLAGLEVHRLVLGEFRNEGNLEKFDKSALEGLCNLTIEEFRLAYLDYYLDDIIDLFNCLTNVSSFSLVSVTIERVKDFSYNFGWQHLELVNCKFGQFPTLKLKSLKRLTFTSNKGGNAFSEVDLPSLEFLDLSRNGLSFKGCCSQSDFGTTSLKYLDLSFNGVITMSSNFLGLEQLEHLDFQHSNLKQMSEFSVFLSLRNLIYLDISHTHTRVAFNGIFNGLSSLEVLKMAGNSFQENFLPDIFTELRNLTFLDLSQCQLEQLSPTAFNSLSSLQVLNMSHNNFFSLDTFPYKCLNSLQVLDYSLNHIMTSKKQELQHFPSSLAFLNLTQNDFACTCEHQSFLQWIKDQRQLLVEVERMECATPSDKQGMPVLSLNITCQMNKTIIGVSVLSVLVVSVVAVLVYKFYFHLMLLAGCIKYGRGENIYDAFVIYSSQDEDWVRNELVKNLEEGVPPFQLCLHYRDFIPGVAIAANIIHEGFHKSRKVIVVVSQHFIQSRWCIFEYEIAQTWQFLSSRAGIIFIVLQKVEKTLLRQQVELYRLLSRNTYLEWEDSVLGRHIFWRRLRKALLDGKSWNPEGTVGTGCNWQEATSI
Target sequence (Q99836 whole entry, looked up): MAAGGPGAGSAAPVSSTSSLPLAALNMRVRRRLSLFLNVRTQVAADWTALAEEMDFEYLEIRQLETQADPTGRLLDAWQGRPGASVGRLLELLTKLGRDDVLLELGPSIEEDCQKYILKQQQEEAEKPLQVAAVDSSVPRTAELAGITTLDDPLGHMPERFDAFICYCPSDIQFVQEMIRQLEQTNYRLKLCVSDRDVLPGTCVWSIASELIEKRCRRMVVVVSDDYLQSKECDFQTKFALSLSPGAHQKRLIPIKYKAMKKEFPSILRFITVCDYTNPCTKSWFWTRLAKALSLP
APP 5UTR inh: APP translation inhibition; SH-SY5Y APP 5'UTR-luciferase reporter, luminescence; inhibition, % at 2 µM; hit rate 0.82% among 190,000; AID 1285;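 active = inhibition above a set limit, derived from the sample mean plus 3 SD, cut at about 45% in these data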; also: values of inactives mirror those of a sister screen read the other way
NF-kB neuron act: compounds increasing NF-kB expression in human neuronal cells. hit rate 1.6% among 190,000. fold change at 12.5 µM. NF-kB reporter expression; stronger effect = higher value; in the data active = fold change above about 3.3
Starred values were filed as active, the others as inactive; · = no result given.

SMILES | Diaphorase act | G6PDH CS | STAT1 activator | FLuc act counter | Diaph inh CS | FLuc inh counter | APP 5'UTR act | TLR4-MyD88 BLA | APP 5UTR inh | NF-kB neuron act
COc1ccc(OC)c(C(=O)COC(=O)c2cccnc2Cl)c1 | 1 | -4 | 83 | 1 | 0 | 2 | 8 | 0 | -8 | 1.4
Cc1ncoc1C(=O)N1CCCC(CCC(=O)NCc2ccccc2F)C1 (stereo not drawn) | 0.9 | 11 | 104 | 1.1 | 9 | -10 | -5 | 5 | 5 | 1.2
CCOC(=O)N1CCC(NC(=O)CCS(=O)(=O)c2ccc3c(c2)CCN3C(=O)CC)CC1 | 0.9 | -13 | 96 | 1 | 12 | -3 | 4 | 2 | -4 | 1
CCN1CCN(Cc2nc3c(c(=O)n(C)c(=O)n3C)n2Cc2ccccc2Cl)CC1 | 0.8 | 1 | 94 | 1 | 15 | -4 | -4 | 15 | 4 | 1
COc1ccccc1/C=C/C=N/NC(=O)Cc1cccs1 | 0.9 | 4 | 109 | 1 | 12 | 3 | 11 | 17 | -11 | 1.9
Cc1csc(NC(=O)c2c(-c3c(Cl)cccc3Cl)noc2C)n1 | 0.8 | 13 | 100 | 1.1 | 19 | -8 | 0 | 9 | 0 | 0.87
S=C(Nc1ccc(Cl)cc1)N1CCN(Cc2ccccc2)CC1 | · | 24 | 108 | 1 | · | 1 | -2 | -19 | 2 | 1
O=C(CN1CC(=O)Nc2ccccc21)NCCc1ccc(Cl)cc1Cl | 0.8 | 8 | 104 | 1.1 | 17 | -9 | 10 | -16 | -10 | 1.3
NC(Cc1ccc2nsnc2c1)C(=O)O (stereo not drawn) | · | · | 103 | · | · | · | -17 | -12 | 17 | ·
COCC(=O)Nc1nc2ccc(C)cc2s1 | 0.9 | 2 | 128 | 0.5 | 12 | 47 | 95 | 6 | -95 | 3.7*
Cc1ccc(S(=O)(=O)NC(=O)c2cccn2C)cc1 | 1.2 | 10 | 107 | 1 | -23 | -2 | 2 | -23 | -2 | 1.4
O=C(Cn1ccc([N+](=O)[O-])n1)Nc1nc2ccccc2s1 | 1 | 4 | 105 | 1 | 2 | -3 | 10 | -12 | -10 | 1.8
CCN(CC)S(=O)(=O)c1ccc(OC)c(NC(=S)Nc2ccc(C)c(C)c2)c1 | 0.9 | 3 | 105 | 1 | 8 | -4 | 19 | 0 | -19 | 0.99
Cc1sc(NC(=O)c2ccc(OCC(C)C)cc2)c(C(N)=O)c1-c1ccc(Cl)cc1Cl | 0.8 | 2 | 101 | 1.1 | 24 | -6 | -2 | -17 | 2 | 0.87
CCc1nc2ccccc2n1CC(=O)N(C(C)CC)C1CCS(=O)(=O)C1 (stereo not drawn) | 1.1 | 8 | 94 | 1 | -11 | 1 | 20 | 2 | -20 | 1.2
O=C(COc1ncnc2sccc12)Nc1ccc(F)cc1F | 1 | -3 | 100 | 1.1 | 4 | -7 | -5 | -8 | 5 | 1.3
Fc1ccc(N2CCN(c3ncnc4nc[nH]c34)CC2)cc1 | 0.9 | -10 | 116 | 1 | 14 | 1 | -8 | -7 | 8 | 1.5
Cc1ccc(O)c(CNc2cccc3cccnc23)c1 | 0.6 | 17 | 104 | 1.1 | 39 | -6 | -11 | -12 | 11 | 1.7
C[N+]12CCCCC1C(COC(=O)c1ccc3c(c1)OCO3)CCC2 (stereo not drawn) | 1.1 | 13 | 104 | 1 | -7 | -1 | 10 | 0 | -10 | 1.2
O=C(COC(=O)c1ccncc1)Nc1cc(Cl)ccc1Cl | 0.9 | 2 | 101 | 1 | 10 | -1 | -18 | -7 | 18 | 1.5
CCOC(=O)c1c(NCC(C)C)c2ccccc2[nH]c1=O | 1 | 5 | 96 | 1 | 2 | 1 | -5 | 3 | 4 | 0.97
CCCC(O)(c1ccc(OC)cc1)C(CN(C)C)c1ccccc1 (stereo not drawn) | 1 | 8 | 108 | 1.1 | 4 | -6 | · | 3 | · | 1
CCC(C)c1ccc(NC(=S)NCc2ccccc2OC)cc1 (stereo not drawn) | 0.9 | 18 | 100 | 1 | 6 | -4 | 19 | -5 | -19 | 1.3
COc1nc(C)ccc1-c1noc(-c2ccccn2)n1 | 1 | -11 | 124 | 0.3 | 0 | 69* | 24 | -5 | -24 | 4.2*
S=C(NCc1ccco1)Nc1ccc(N2CCOCC2)cc1 | 0.7 | 6 | 101 | 1 | 28 | 0 | 24 | 8 | -24 | 1.3

Compound profiles, as listed above.
Results for CCN(CC)S(=O)(=O)c1ccc(OC)c(NC(=S)Nc2ccc(C)c(C)c2)c1 = Diaphorase act: 0.9; G6PDH CS: 3; STAT1 activator: 105; FLuc act counter: 1; Diaph inh CS: 8; FLuc inh counter: -4; APP 5'UTR act: 19; TLR4-MyD88 BLA: 0; APP 5UTR inh: -19; NF-kB neuron act: 0.99
Results for C[N+]12CCCCC1C(COC(=O)c1ccc3c(c1)OCO3)CCC2 (stereo not drawn) = Diaphorase act: 1.1; G6PDH CS: 13; STAT1 activator: 104; FLuc act counter: 1; Diaph inh CS: -7; FLuc inh counter: -1; APP 5'UTR act: 10; TLR4-MyD88 BLA: 0; APP 5UTR inh: -10; NF-kB neuron act: 1.2

Carrying on.
SMILES | Diaphorase act | G6PDH CS | STAT1 activator | FLuc act counter | Diaph inh CS | FLuc inh counter | APP 5'UTR act | TLR4-MyD88 BLA | APP 5UTR inh | NF-kB neuron act
CCN(CC(=O)Nc1ccc(NC(C)=O)cc1)C(=O)COc1ccc(C(=O)c2ccccc2)cc1 | 0.9 | -13 | 97 | 1 | 9 | -1 | 10 | -2 | -10 | 0.99
COc1cc2c(cc1OC)C(c1cccc([N+](=O)[O-])c1)N(C(=O)c1ccccc1C(=O)O)CC2 (stereo not drawn) | 1 | 2 | 103 | 1.1 | 0 | -5 | 18 | -2 | -18 | 1.1
COc1cccc2cc(C(=O)c3ccc([N+](=O)[O-])cc3)oc12 | 1 | -3 | 135* | 0.7 | 4 | 34 | 50 | 3 | -50 | 2
COc1ccc(S(=O)(=O)N2CCN(C(=O)c3cnc(C)cn3)CC2)cc1 | 0.9 | 2 | 98 | 1 | 8 | -3 | 13 | -9 | -13 | 1.1
Cc1ccc(C(=O)OCC(=O)Nc2ccccc2C(F)(F)F)cc1S(=O)(=O)N1CCOCC1 | 1 | 2 | 95 | 1 | 3 | -3 | 11 | 19 | -11 | 1.2
C=CCOC(=O)C1=C[C@@H](c2coc3ccccc3c2=O)C[C@@H](OCc2ccc(CO)cc2)O1 | 0.8 | 6 | 84 | 1.1 | 22 | -6 | -9 | 1 | 9 | 0.81
COc1ccc(C(=O)CSc2nnc3ccc(-c4ccccn4)nn23)cc1 | 1 | 0 | 98 | 1.1 | -1 | -5 | -15 | 1 | 15 | 1.4
COCC(=O)Nc1nc2n(n1)C(c1ccccc1)CC(c1ccc(OC)cc1)N2 (stereo not drawn) | 0.9 | -3 | 106 | 1 | 12 | -2 | 12 | -2 | -12 | 1
O=C(CCn1ccc2ccccc21)NC1CCCc2ccccc21 (stereo not drawn) | 0.8 | 0 | 98 | 1 | 18 | -2 | 6 | 8 | -6 | 0.71
Cc1ccc(N=Nc2[nH]c3ccccc3c2O)cc1 | 0.9 | 18 | 130* | 1 | 11 | 4 | 13 | -3 | -13 | 1.9
COc1ccccc1N(CC(=O)NCCSc1ccccc1)S(C)(=O)=O | 0.9 | 2 | 109 | 1 | 10 | -4 | 1 | 7 | -1 | 0.88
S=C(NCC1CCCO1)NC1CCCC1 (stereo not drawn) | 0.8 | 3 | 105 | 1 | 16 | -4 | 18 | 4 | -18 | 0.97
COC(=O)CC(C(=O)Nc1cc(C(=O)OC)cc(C(=O)OC)c1)N1CCN(C)CC1 (stereo not drawn) | · | · | 104 | · | · | · | -2 | 4 | 2 | ·
COC(=O)NCC(c1cccnc1)N1CCOCC1 (stereo not drawn) | 0.8 | 7 | 101 | 1 | 18 | 1 | -15 | 13 | 15 | 1
Cc1nc2sc3c(c2c2nnc(SCC(=O)NCc4ccco4)n12)CCCC3 | 0.7 | -30 | 101 | 1 | 33 | -3 | -8 | -27 | 8 | 0.96
c1nc(N2CCN(Cc3ccc4c(c3)OCO4)CC2)c2[nH]cnc2n1 | 1 | -14 | 95 | 1 | 4 | -5 | 12 | -7 | -12 | 1
CC(=O)Nc1sc(C)c(C)c1C(=O)OC1CCOC1=O (stereo not drawn) | 0.9 | 7 | 96 | 1.1 | 10 | -7 | -6 | -9 | 6 | 1.2
CN1C(=O)CC(C(=O)Nc2ccccc2F)SC1=Nc1ccc2c(c1)OCO2 (stereo not drawn) | 0.8 | -2 | 100 | 1.1 | 17 | -5 | 6 | -1 | -6 | 1.1
Cc1snc(S(=O)(=O)/C(C#N)=N/Nc2ccc(C(F)(F)F)cc2)c1C#N | 0.9 | 4 | 95 | 1 | 6 | 1 | -12 | 3 | 12 | 0.83
Cc1nn(CC(=O)NCCc2ccccc2)c(=O)c2ccccc12 | 0.9 | 9 | 99 | 1.1 | 11 | -7 | 14 | -5 | -14 | 1.1
Cn1c(N)c(C(=O)COC(=O)C2=COCCO2)c(=O)n(C)c1=O | 1 | 7 | 98 | 1 | 4 | -1 | -7 | 6 | 7 | 1.3
CCOCCCNC(=O)CN(c1cc([N+](=O)[O-])ccc1OC)S(C)(=O)=O | 0.9 | 7 | 97 | 1.1 | 6 | -10 | 6 | 1 | -6 | 0.91
O=c1[nH]c(-c2ccccc2)c(-c2ccccc2)[nH]1 | 0.8 | 6 | 100 | 1.1 | 17 | -6 | -14 | -6 | 14 | 1.2
CCCCCCc1cc2cc(C(=O)Nc3cccc(OC)c3)c(=O)oc2cc1O | 0.9 | -14 | 100 | 1 | 9 | -3 | 7 | -14 | -7 | 1
CCOC(=O)C1CCN(C(=O)Nc2ccc3nccnc3c2)CC1 | 0.8 | 1 | 89 | 1 | 18 | 1 | -13 | -9 | 13 | 1
CCOC(=O)c1cc2c(nc1NC(=S)Nc1ccccc1)CC(C)(CC)OC2 (stereo not drawn) | 0.8 | 2 | 94 | 1 | 16 | -5 | -3 | 8 | 3 | 1.1
CCOC(=O)C1C(=O)OC(C)(C)C1C(CC)C(=O)c1ccccc1 (stereo not drawn) | 1.1 | 0 | 91 | 1 | -13 | 3 | -5 | 1 | 5 | 0.86
COc1ccc(N2CCN(CCCNC(=S)Nc3c(C)cccc3C)CC2)cc1 | 1 | 4 | 94 | 1.1 | 4 | -6 | 8 | 2 | -8 | 1.2
O=C(CSc1nccn1Cc1ccccc1)NCc1ccccc1 | 0.9 | 5 | 100 | 1 | 6 | -1 | 4 | -5 | -4 | 1.4

Looked up above:
`CCOC(=O)C1C(=O)OC(C)(C)C1C(CC)C(=O)c1ccccc1` (stereo not drawn) – FLuc inh counter: 3
`CCOC(=O)c1cc2c(nc1NC(=S)Nc1ccccc1)CC(C)(CC)OC2` (stereo not drawn) – APP 5'UTR act: -3
`COc1cccc2cc(C(=O)c3ccc([N+](=O)[O-])cc3)oc12` – APP 5UTR inh: -50
`COc1ccc(C(=O)CSc2nnc3ccc(-c4ccccn4)nn23)cc1` – APP 5'UTR act: -15
`Cc1ccc(N=Nc2[nH]c3ccccc3c2O)cc1` – NF-kB neuron act: 1.9
`C=CCOC(=O)C1=C[C@@H](c2coc3ccccc3c2=O)C[C@@H](OCc2ccc(CO)cc2)O1` – NF-kB neuron act: 0.81
